LYPLA1 counter: LYPLA1 inhibitors, primary screen, counter-screen for PME1 inhibitor project, biochemical, fluorescence polarization, FP-Rh probe ABPP; inhibition, % at 5.9 µM; Acyl-protein thioesterase 1 (Homo sapiens), O75608; recombinant LYPLA1; 320,000 compounds, 0.16% hits;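 active = inhibition above the mean of all tested compounds plus 3 SD, set per campaign, cut at about 14% in these data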;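 also: inhibitors block serine hydrolase probe labeling of LYPLA1 so polarization falls; 0% = enzyme with DMSO and 100% = wells lacking LYPLA1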
PME-1 primary: PME-1 inhibitors via competitive probe labeling, primary screen, biochemical, fluorescence polarization, FP-Rh probe, HTS | Protein phosphatase methylesterase 1 (Homo sapiens), Q9Y570 | recombinant PME-1 | inhibition, % at 5.9 µM | 320,000 compounds, 0.53% hits | AID 2130, 2009;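 active = inhibition above the campaign mean of all compounds plus 3 SD, cut at about 26% in these data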;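 also: competitive labeling of PME-1 active site by serine hydrolase directed probe; 0% = PME-1 with DMSO and 100% = wells lacking PME-1 enzyme; inhibitors block probe labeling so polarization falls and inhibition rises; many of its hits are not listed in these tables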
PAFAH1B2 FP inh: PAFAH1B2 enzyme inhibitors, primary screen, biochemical, fluorescence polarization, human | Platelet-activating factor acetylhydrolase IB subunit alpha2 (Homo sapiens), P68402 | recombinant PAFAH1B2, FP-rhodamine activity probe | inhibition, % at 3.39 µM | 340,000 compounds, 1.2% hits;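 active = inhibition above the mean of all tested compounds plus 3 SD, cut at about 24% in these data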;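 also: 0% = enzyme with DMSO and 100% = wells lacking PAFAH1B2; many of its hits are not listed in these tables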
pPAFAH FP inh: pPAFAH enzyme inhibitors, primary screen, biochemical, fluorescence polarization, human; Platelet-activating factor acetylhydrolase (Homo sapiens), Q13093; recombinant pPAFAH, FP-rhodamine probe fluorescence polarization; inhibition, % at 3.39 µM; 330,000 compounds, 1.5% hits; AID 463082, 2010;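 active = inhibition above the mean inhibition across the screen plus 3 SD, cut at about 25% in these data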;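 also: inhibitors block binding of the rhodamine activity-based probe so polarization drops; 0% = enzyme with DMSO and 100% = wells lacking pPAFAH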
Fam108B inh: mouse Fam108B serine hydrolase inhibitors, primary screen, counter-screen for RBBP9 inhibitor project, biochemical, fluorescence polarization; 300,000 compounds, 0.33% hits; inhibition, % at 9.51 µM; AID 1947, 2009; recombinant Fam108B, FP-Rh probe fluorescence polarization;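 active = inhibition above the screen mean inhibition plus 3 SD, computed separately per campaign, cut at about 18% in these data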;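 also: inhibitors lower polarization as less probe binds the enzyme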
PAFAH1B3 inh: PAFAH1B3 enzyme inhibitors, primary screen, biochemical, fluorescence polarization, human. AID 492972, 2010. 340,000 compounds, 0.28% hits. Platelet-activating factor acetylhydrolase IB subunit alpha1 (Homo sapiens), Q15102. recombinant PAFAH1B3, FP-rhodamine probe. inhibition, % at 3.39 µM;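 active = inhibition above the screen-wide average of all tested compounds plus 3 SD, cut at about 25% in these data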;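 also: 0% = enzyme with DMSO only and 100% = wells lacking PAFAH1B3 protein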
Target sequence (Q15102 whole entry, looked up): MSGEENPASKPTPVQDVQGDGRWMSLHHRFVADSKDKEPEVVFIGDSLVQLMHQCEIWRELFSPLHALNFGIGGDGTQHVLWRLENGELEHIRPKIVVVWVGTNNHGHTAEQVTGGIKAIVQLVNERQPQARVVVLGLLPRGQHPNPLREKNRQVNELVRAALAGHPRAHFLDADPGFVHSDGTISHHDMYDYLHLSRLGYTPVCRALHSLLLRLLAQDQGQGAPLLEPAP
PAFAH2 inh: PAFAH2 enzyme inhibitors, primary screen, biochemical, fluorescence polarization, human | Platelet-activating factor acetylhydrolase 2, cytoplasmic (Homo sapiens), Q99487 | recombinant PAFAH2, FP-rhodamine activity probe | inhibition, % at 3.39 µM | 340,000 compounds, 0.99% hits | AID 492956, 2010;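 active = inhibition above the mean over all tested compounds plus 3 SD, cut at about 30% in these data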;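 also: inhibitors block probe labeling of enzyme so polarization drops; 0% = enzyme with DMSO and 100% = wells lacking PAFAH2 protein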
GSTO1 counter: inhibitors of recombinant GSTO1, primary screen, counter-screen for RBBP9 inhibitor project, biochemical, fluorescence polarization; inhibition, % at 5.96 µM; 300,000 compounds, 1.1% hits; activity-based probe fluorescence polarization; AID 1974, 2009; Glutathione S-transferase omega-1 (Homo sapiens), P78417;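 active = inhibition above the campaign mean inhibition plus 3 SD, cut at about 35% in these data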;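 also: 0% = GSTO1-1 with DMSO and 100% = wells lacking GSTO1-1 enzyme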
PAD4 inh: human PAD4 inhibitors, primary screen, biochemical, fluorescence polarization, 1536-well format. 330,000 compounds, 0.41% hits. Protein-arginine deiminase type-4 (Homo sapiens), Q9UM07. recombinant PAD4, RCA probe fluorescence polarization. inhibition, % at 6.36 µM;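 active = percent inhibition above a cutoff equal to the mean of all tested compounds plus 3 SD, cut at about 15% in these data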;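 also: 0% = PAD4 with RCA probe and DMSO and 100% = probe without PAD4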
Target sequence (Q9UM07 whole entry, looked up): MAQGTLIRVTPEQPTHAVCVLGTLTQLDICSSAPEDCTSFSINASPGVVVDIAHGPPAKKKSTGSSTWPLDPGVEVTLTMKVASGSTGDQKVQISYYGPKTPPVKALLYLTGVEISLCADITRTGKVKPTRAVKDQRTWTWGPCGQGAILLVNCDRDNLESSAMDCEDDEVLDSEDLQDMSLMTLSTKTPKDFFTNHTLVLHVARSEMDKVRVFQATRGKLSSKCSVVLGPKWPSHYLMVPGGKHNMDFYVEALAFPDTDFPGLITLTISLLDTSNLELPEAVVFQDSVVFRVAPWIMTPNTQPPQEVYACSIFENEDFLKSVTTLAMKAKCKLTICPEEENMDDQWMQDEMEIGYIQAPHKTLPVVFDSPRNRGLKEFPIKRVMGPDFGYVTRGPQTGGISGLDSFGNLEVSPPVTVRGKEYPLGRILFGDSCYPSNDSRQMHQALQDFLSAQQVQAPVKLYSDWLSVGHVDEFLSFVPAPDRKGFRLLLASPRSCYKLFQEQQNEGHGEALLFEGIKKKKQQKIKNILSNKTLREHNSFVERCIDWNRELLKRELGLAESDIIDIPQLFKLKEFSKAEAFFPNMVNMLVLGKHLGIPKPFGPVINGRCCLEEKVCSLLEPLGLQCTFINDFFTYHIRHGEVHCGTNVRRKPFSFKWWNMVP
An asterisk follows results filed as active; x = no result given. These rows are one share of the data. The share of hits here may be higher or lower than overall.

Sample of the layout:
SMILES | LYPLA1 counter | PME-1 primary | PAFAH1B2 FP inh | pPAFAH FP inh | Fam108B inh | PAFAH1B3 inh | PAFAH2 inh | GSTO1 counter | PAD4 inh
O=C(NC1CC1)C1CCC(=O)N1C1CCCC1 (centres undefined) | 1 | -4 | 2 | -7 | -2 | 11 | -2 | 4 | 3
CCC1CCCCN1CCCNC(=O)CN1C(=O)CSc2ccc(S(=O)(=O)N3CCC(C)CC3)cc21 (centres undefined) | 3 | -3 | 4 | 6 | 3 | 6 | -13 | -1 | -6

Results, from the start:
SMILES | LYPLA1 counter | PME-1 primary | PAFAH1B2 FP inh | pPAFAH FP inh | Fam108B inh | PAFAH1B3 inh | PAFAH2 inh | GSTO1 counter | PAD4 inh
O=C(NC1CC1)C1CCC(=O)N1C1CCCC1 (centres undefined) | 1 | -4 | 2 | -7 | -2 | 11 | -2 | 4 | 3
CCC1CCCCN1CCCNC(=O)CN1C(=O)CSc2ccc(S(=O)(=O)N3CCC(C)CC3)cc21 (centres undefined) | 3 | -3 | 4 | 6 | 3 | 6 | -13 | -1 | -6
CCCN1C(=O)c2ccccc2NC1c1ccc(O)c(OCC)c1 (centres undefined) | 0 | -7 | 7 | 5 | 0 | 6 | 2 | -2 | -2
Cc1ccc(-n2nc3c(N4CCC(C(=O)NCCc5ccco5)CC4)nnc(C)c3c2C)cc1 | -2 | -11 | 3 | 8 | 2 | -6 | -1 | 2 | -4
O=C1C2C3C=CC(C3)C2C(=O)N1c1n[nH]c(-c2cccnc2)n1 (centres undefined) | 3 | -3 | -2 | 3 | -2 | 5 | -7 | -1 | 4
CCOC(=O)N1CCC(NC(=O)c2cccnc2SC)CC1 | 0 | -11 | 5 | 0 | -3 | 9 | -5 | -2 | 0
CCOc1ccc(N(CC(=O)NCCCOC)S(C)(=O)=O)cc1 | 3 | 3 | 0 | -10 | -5 | 2 | 6 | -5 | -6
CC(Sc1ccccc1)C(=O)N1CCN(S(=O)(=O)c2ccccc2F)CC1 (centres undefined) | 2 | -2 | -4 | 2 | -1 | -4 | -2 | 3 | 0
O=C(CSC1=NCCS1)Nc1nc2c(s1)CCCC2 | 0 | -4 | 0 | 8 | 3 | 2 | -2 | -3 | 0
Oc1c(N=NC(=S)Nc2ccccc2F)c2ccccc2n1Cc1ccc(Cl)cc1 | 2 | 4 | -1 | -3 | 3 | 0 | -5 | 3 | -4
CCOC(=O)c1cnn2c(N)c(C#N)cnc12 | -2 | -7 | 1 | -4 | -2 | -1 | -6 | 1 | 1
Cc1csc(Sc2nc3c(c(=O)[nH]c(=O)n3C)n2CCCc2ccccc2)n1 | -2 | 5 | 2 | 2 | -1 | 1 | 4 | 2 | -9
COc1ccc(OC)c(NC(=O)CSc2ccc(-c3cccnc3)nn2)c1 | -4 | -2 | 5 | 1 | -3 | 10 | -4 | -1 | 6
CC(OC(=O)c1cccc(N(C)C)c1)C(=O)N1CCc2ccccc2C1 (centres undefined) | x | x | 6 | 4 | x | 13 | -1 | x | -2
CC(C)c1ccc(NC(=O)c2ccc(NC3=NC4CS(=O)(=O)CC4S3)cc2)cc1 (centres undefined) | -3 | -7 | 11 | 8 | -2 | -4 | -5 | -4 | -1
CCOC(=O)C1(Cc2ccc(Cl)cc2)CCN(C(=O)c2ccoc2)CC1 | 1 | -2 | 3 | 5 | 1 | -4 | 9 | 4 | -1
CCCn1nc2cc(C(=O)NC3CCCc4ccccc43)ccc2c1OCC (centres undefined) | -1 | -2 | -11 | 4 | 0 | -2 | 4 | 7 | 3
CCOC(=O)CSc1nc(C)c(CC)c(C)c1C(N)=O | 1 | 1 | 6 | 2 | -2 | 8 | 11 | 1 | -4
C[C@]12C(=O)N(c3ccc(Cl)cc3)C(=O)N1[C@@H]1c3ccccc3OC[C@@H]1[C@H]2c1ccccc1 | -1 | -2 | 3 | 2 | -4 | -6 | -15 | 6 | 2
COc1ccc(C)cc1NC(=O)c1ccc(NC(=O)CC2SC(N3CCCC3)=NC2=O)cc1 (centres undefined) | 2 | -3 | 2 | 1 | -3 | 0 | -5 | 3 | 2
Nc1c(C(=O)N/N=C/c2cccnc2)oc2nc(-c3ccccc3)cc(-c3ccco3)c12 | 3 | 10 | x | 15 | 4 | x | x | 3 | -3
O=C(c1ccco1)N1CCN(C(=O)N2c3ccccc3Sc3ccccc32)CC1 | -2 | 6 | 0 | 15 | 4 | 15 | 17 | 0 | -3
O=C(O)c1ccc(CS(=O)(=O)Cc2ccccc2F)o1 | 2 | -3 | 3 | 2 | 4 | 3 | 1 | 5 | -1
N#Cc1ccccc1NC(=O)CN(Cc1ccccc1)Cc1ccccc1 | 2 | 0 | 1 | 6 | 0 | 5 | -5 | -3 | -4
CC(C(=O)OCC(=O)N1CCN(c2ccccc2)CC1)N1C(=O)c2ccccc2C1=O (centres undefined) | 2 | -1 | -5 | -2 | x | -9 | 0 | x | -2
O=C1NC(=S)N/C1=C/c1cc([N+](=O)[O-])ccc1O | 0 | 5 | -1 | 0 | 4 | 4 | 3 | -2 | -3
COCc1cc(C)c(C#N)c(=S)[nH]1 | 0 | 3 | 1 | -6 | 0 | 0 | -10 | 17 | 5
CCCCc1nc(SCC(=O)N2CCOCC2)c2c(=O)n(C)c(=O)n(C)c2n1 | 5 | 7 | 3 | 2 | 2 | -5 | 6 | -5 | -4
Cc1ccc(/C=C/C(=O)OCC(=O)NC(=O)NCc2ccco2)cc1 | 0 | 4 | 1 | 7 | x | 4 | 8 | x | 5
COc1cc(C2C(C#N)=C(N)Oc3n[nH]c(-c4ccncc4)c32)cc(OC)c1OC (centres undefined) | -1 | 3 | -1 | 5 | 5 | 4 | -9 | 7 | 11
COc1ccc(S(=O)(=O)Nc2ccc(S(=O)(=O)N(C)C)cc2)cc1[N+](=O)[O-] | -2 | -1 | 9 | 3 | -1 | -4 | -10 | -4 | -4
COc1ccccc1-c1nnc2sc(-c3cc4ccccc4o3)nn12 | -5 | 0 | 10 | 6 | -4 | 22 | -3 | -9 | -5
N#C/C(=C/c1ccc(O)c(O)c1)c1nc2ccccc2[nH]1 | -15 | 29* | 45* | 63* | 27* | 58* | 62* | -23 | -10
Cc1ccc(-c2nn(-c3ccccc3)cc2C2SCC(=O)N2Cc2ccccc2)o1 (centres undefined) | -3 | -1 | 6 | 2 | -3 | 2 | 0 | -1 | 2
O=C(Nc1ccc(Cl)c([N+](=O)[O-])c1)c1ccncc1 | 3 | 0 | -3 | 1 | 3 | 2 | -15 | -2 | -1
COc1ccc(CCNC(=O)CCCOc2ccc(Cl)cc2)cc1OC | -6 | 2 | 8 | 6 | -1 | 0 | 8 | -7 | 2
CNC(=S)N1N=C(c2ccc(C)cc2)CC1c1ccc(Cl)cc1 (centres undefined) | -5 | -36 | 6 | 1 | -6 | 5 | -5 | -10 | -3
O=C(Nc1cc(S(=O)(=O)N2CCCCC2)ccc1O)c1ccccc1NS(=O)(=O)c1ccc(F)c(F)c1 | -7 | -5 | 43* | 34* | 0 | -10 | 48* | -63 | -15
C#CCOCCOCCOCCNc1nc(N2CCN(C(=O)CCCCCCCCCCNC(=O)[C@H]([C@@H](C)CC)n3cc(CCCCN=C(N)N)nn3)CC2)nc(N2CCN(C(=O)CCCCCCCCCCNC(=O)[C@H](CCCN=C(N)N)n3cc(C[C@@H](C)CC)nn3)CC2)n1 | 2 | -15 | x | -1 | -10 | x | x | 10 | -28
Cc1cccc(C)c1NC(=S)N/N=C/c1c(Cl)cccc1Cl | 2 | 4 | 0 | 0 | 0 | 7 | -6 | -1 | -1
CC(=O)C1=C(O)C(=O)N(Cc2ccccc2)C1c1ccc([N+](=O)[O-])cc1 (centres undefined) | 4 | -2 | 12 | -3 | 3 | 2 | 7 | 3 | 1
Cc1ccc(S(=O)(=O)N2CCCC2)s1 | 1 | 2 | 4 | -1 | -2 | 8 | -4 | 0 | 0
CN(C)S(=O)(=O)c1cccc(NC(=O)COc2cccc(C#N)c2)c1 | -2 | 1 | -1 | 6 | 1 | 4 | -2 | -8 | -3
CCOC(=O)C1CCN(CC(O)COc2ccc(C(=O)CC)cc2)CC1 (centres undefined) | 0 | -3 | 5 | 5 | 2 | 4 | 1 | 2 | -1
CS(=O)(=O)N1CCN(C2C3CC4CC(C3)CC2C4)CC1 (centres undefined) | 0 | -3 | 12 | 7 | 2 | 0 | 10 | -4 | -6
Cc1cccc(OCC(=O)N2CCN(C(=O)c3ccc([N+](=O)[O-])cc3)CC2)c1 | -5 | -8 | -1 | 0 | -2 | -4 | 6 | 3 | -3
Cc1ccc(-n2[nH]c(C)c(C=Nc3cc(C)ccn3)c2=O)cc1 | 1 | -7 | -3 | -2 | 1 | 5 | 4 | 10 | -9
Cc1ccc(NC(=O)CSc2ncccc2C(=O)Oc2cccc([N+](=O)[O-])c2)cc1Cl | -3 | 0 | -7 | 0 | -12 | -16 | -18 | 4 | 5
O=C(N/N=C/C=C\c1ccccc1[N+](=O)[O-])c1ccncc1 | 1 | -1 | 4 | 7 | 1 | 10 | 18 | 13 | -5
COc1cc(C(=O)N2c3ccccc3CCC2C)cc(OC)c1OC (centres undefined) | 1 | -5 | 2 | 1 | -6 | 6 | -1 | -1 | 3
CCC(C(=O)N(C(C)C)C(C)C)c1ccccc1 (centres undefined) | 4 | 2 | 2 | 2 | x | -1 | 6 | x | 1
Cc1ccc2c(c1)C1CN(C)CCC1N2S(=O)(=O)c1ccc(C#N)cc1 (centres undefined) | 0 | -2 | 3 | -3 | x | -1 | 10 | x | 2
CCOc1ccc(S(=O)(=O)Nc2cc(F)ccc2F)c2cccnc12 | -5 | 2 | 0 | 6 | 0 | 6 | 12 | -2 | 0
CC(C)Oc1cccc(C(=O)Nc2ccc(CN3CCOCC3)cc2)c1 | 0 | -4 | 7 | 4 | 3 | 6 | 2 | -2 | 0
COc1ccc2[nH]c3c(c2c1)CCN1C(=O)N([C@@H](C)C(=O)NCc2ccc(C)cc2)C(=O)[C@]31C | 1 | -5 | 7 | 8 | -3 | 0 | 8 | 4 | -1
CN(C)S(=O)(=O)N1CCC(Oc2ccc(C(=O)N3C[C@@H]4CCC[C@H]3C4)cc2)CC1 | 2 | 4 | 0 | 3 | 1 | 2 | -2 | 3 | -2
NCCS(=O)(=O)NC1CCCCC1 | 0 | -6 | 9 | -1 | 11 | 10 | -2 | 2 | 1
CN1CCN(CC#CC2(O)CCCCC2)CC1 | -5 | -5 | -1 | 4 | 0 | -9 | 3 | -2 | 3

Screening results deposited in PubChem by The Scripps Research Institute Molecular Screening Center.
